Assay outcomes: PubChem BioAssay, Fisher Drug Discovery Resource Center
mcGAS MS inh: blocks mouse cGAS cGAMP production. Q8C6L5. recombinant mouse cGAS, cGAMP by RapidFire MS. inhibition, % at 12.5 µM. actives 0.18% (n = 130,000);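 active = inhibition of cGAS enzyme activity at or above 60%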;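 also: enzyme stimulated by 45 bp dsDNA with ATP and GTP substrates; cGAMP share of summed cGAMP plus half ATP and half GTP signals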
Target sequence (Q8C6L5 whole entry, looked up): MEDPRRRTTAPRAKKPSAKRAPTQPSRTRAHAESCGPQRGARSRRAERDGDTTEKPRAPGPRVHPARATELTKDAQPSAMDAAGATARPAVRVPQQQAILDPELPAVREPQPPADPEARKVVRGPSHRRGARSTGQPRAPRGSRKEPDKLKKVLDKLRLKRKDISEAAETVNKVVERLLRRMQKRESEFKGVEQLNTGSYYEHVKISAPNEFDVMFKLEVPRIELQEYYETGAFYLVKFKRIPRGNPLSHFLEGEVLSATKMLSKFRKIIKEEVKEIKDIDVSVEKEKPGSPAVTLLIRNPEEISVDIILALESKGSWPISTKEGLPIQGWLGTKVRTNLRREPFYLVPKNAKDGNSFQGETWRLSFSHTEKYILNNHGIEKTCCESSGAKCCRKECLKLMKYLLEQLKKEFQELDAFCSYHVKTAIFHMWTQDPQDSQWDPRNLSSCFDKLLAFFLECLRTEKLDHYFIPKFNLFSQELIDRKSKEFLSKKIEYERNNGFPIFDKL
* marks the source's active call; other numbers are inactive results; & = joins results of further samples. Not all compounds are listed, so the mix of outcomes need not match the whole.

SMILES	mcGAS MS inh
COCOc1cccc(CN2CCC2(C)C(=O)Nc2ccc(C)cc2)c1 (stereo unspecified)	-5
CC(Cn1cnc2ccccc2c1=O)NCc1cccc(-n2cccn2)c1 (stereo unspecified)	-5
CCc1cccc(NC(=O)CC(C(=O)O)c2ccccc2)c1 (stereo unspecified)	1
CCNc1ncc(CN2CCC(O)(c3ccc4nc(C)ccc4c3)CC2)cn1	-9
CC1Cc2cc(-c3cc(CN)no3)ccc2O1 (stereo unspecified)	-25
CN1CCN(CCCN2c3ccccc3Sc3ccc(C(F)(F)F)cc32)CC1	2&2&17
CCn1c(C)cc(O)c(C(c2cccnc2)N2CCN(C)CC2)c1=O (stereo unspecified)	-10
CCOc1ccc(-c2n[nH]c(=S)n2-c2ccccc2F)cc1	11
CC(C)CN(CC(=O)N(C)c1nccs1)CC(F)(F)F	-8
Cc1ccc(-n2ncc(C(=O)N(C)Cc3ccc(C)o3)c2C)cc1	11
CCc1nc(C2CCCN(C(=O)Nc3ccccc3)C2)no1 (stereo unspecified)	-8
Cc1cc(NC(C)c2ccccc2)nc(C(C)C)n1 (stereo unspecified)	-13
CCOC(=O)C1(CCc2ccccc2)CCN(C(=O)CN2CCOC2=O)CC1	5
COC(=O)NC[P+](c1ccccc1)(c1ccccc1)c1ccccc1	-7
C/C(=N/N=C1\NC(=O)C(CC(=O)Nc2ccc(Cl)cc2Cl)S1)c1ccc(Cl)cc1 (stereo unspecified)	-35
O=C(Cc1ccc2c(c1)CCC2)Nc1ccccc1N1CCOCC1	-11
O=C(Cc1csc(NC(=O)c2ccco2)n1)NC1CCc2ccccc21 (stereo unspecified)	-2
CCCN(C(=O)CN1C(=O)NC2(CCCCCC2)C1=O)C1CCS(=O)(=O)C1 (stereo unspecified)	-1
Oc1ccc2ccccc2c1CN1CCC2(CC1)OCCO2	-17
Cc1cc(C)n2ncc(CN(Cc3c(C)nn(C)c3C)C3CC3)c2n1	-10
CC(C(=O)NC(C)(C)C)N(C)Cc1cc(Br)cs1 (stereo unspecified)	16
Cc1c(C)c(C)c(S(=O)(=O)NCc2nncn2C)c(C)c1C	-4
CC(C)=CC1C(C(=O)NCC(C)(C)N2CCOCC2)C1(C)C (stereo unspecified)	-8
C=CCN1N=C(C)Cn2c1nc1c2c(=O)n(Cc2ccccc2C)c(=O)n1C	2
CCC(C(=O)NC1CCC(n2cnnc2)CC1)N1Cc2ccccc2C1=O (stereo unspecified)	-21
CCNc1ccc(S(=O)(=O)C(F)(F)F)cc1NC(=O)C12CCC(CC1)C2	6
COc1ccc(/C(C)=N\OCC(=O)N2CCOC(COCc3cccc(C(F)(F)F)c3)C2)cc1 (stereo unspecified)	-1
COc1ccc(Cn2c(C(C)C)nc3oc4ccccc4c(=O)c3c2=O)cc1	-9
COc1ccccc1OCCN1C(=O)C(O)(CC(C)=O)c2ccccc21 (stereo unspecified)	-7
Cc1ccccc1Oc1ncccc1CNC(=O)c1ccc2c(c1)OCC(=O)N2	-21
Cn1c(C(=O)Nc2cnc(C(C)(C)C)nc2)cc(Cl)c1Cl	1
CCOC(=O)C(=C1SCCS1)c1ccccc1	-3
CCCN(CC1CC1)C(=O)CSc1nnc(NC2CC2)s1	-6
O=C(c1nc(-c2cnccn2)no1)N1CCn2c1nc1ccccc12	-6
COc1ccc(-c2nsc(NC(=O)C3CCCCN3C)n2)cc1 (stereo unspecified)	-12
CC1(C(=O)Nc2ccccc2Cc2ccccc2)CCN1Cc1csc2ccccc12 (stereo unspecified)	-7
Cc1ccsc1CN(C)C(=O)Nc1ccc(-n2ccnn2)cc1	-14
CCOC(=O)Cn1c(=NC(=O)c2ccc(Cl)s2)sc2cc(S(N)(=O)=O)ccc21	-3
C=C(C)C1CC=C(CN2CCC(C(=O)OCC)CC2)CC1 (stereo unspecified)	-3
Cc1ccccc1CCNC(=O)CSc1nnc(-c2ccco2)n1C	-1
OCCC1CN(Cc2cccn2-c2nccs2)CCN1Cc1ccccc1F (stereo unspecified)	-4
O=S(=O)(c1ccccc1F)N1CCCc2ccccc21	-10
Cc1sc2nc(CSc3ccc(Br)cc3)nc(-n3ccnc3)c2c1C	-7
CC(C)c1cc(C(=O)N2CCC3(CC2)c2ccccc2[C@@H](N)[C@@H]3O)cs1	-9
CCNC(=O)N1CCc2c(cnc(C)c2-c2noc(-c3ccc(C)cc3)n2)C1	3
CC(c1nc(C2CC2)no1)S(=O)(=O)Cc1cc(Cl)c2c(c1)OCCCO2 (stereo unspecified)	-2
COc1c(C)c2c(c(O)c1C/C=C(\C)CCC(=O)OCCN1CCOCC1)C(=O)OC2	0
CC1(C(=O)O)CCCN1C(=O)c1ccc(C(F)(F)F)cc1 (stereo unspecified)	-3
CC1(C(=O)NS(=O)(=O)c2ccc(Cl)cc2)CCN1C(=O)c1ccco1 (stereo unspecified)	-17
CC(=O)N1CCC(NC(=O)CCn2cncn2)CC1	-37
Cc1ccc(C(=O)C(C)N(C(=O)c2ccc(Cl)cc2Cl)N2C(=O)CCCC2=O)cc1 (stereo unspecified)	-1
CC(=O)c1cnc2cc(-c3cccc(Br)c3)nn2c1C	-7
Cc1ncc(C[n+]2ccccc2C)c(N)n1	-16&-3
N#CC(=Cc1ccccc1F)S(=O)(=O)c1cc(Br)ccc1Br	3
Cc1cccn2c(=O)c(C=NCCO)c(NCc3ccco3)nc12	24
O=C(O)Cn1c(-c2cccs2)n[nH]c1=S	-11
Cc1cn2c3c(=O)n(C)c(=O)n(C)c3nc2n1Cc1ccc(Cl)cc1	-2
Cc1ccc(NC(=O)C(C)C)cc1C1CCN(Cc2ccc(Oc3ccc(F)c(F)c3)cc2)CC1	3
Cc1ccc(NC(=O)CC(=O)NCCN2CCCC2)cc1Cl	-14
O=C(COc1ccc2c(c1)OCCO2)NCc1ccc(F)cc1	-13
Remaining list, next part
SMILES	mcGAS MS inh
Cc1ccc2c(C)c(C(=O)N3CC(c4ccncc4)C3)oc2c1	-18
COCc1cccc(-c2csc(C(NC(C)=O)c3ccc(F)c(F)c3)n2)c1 (stereo unspecified)	5
Cc1cc(C)cc(-n2nnnc2SC(C)C(=O)N2CC(C)CC(C)C2)c1 (stereo unspecified)	-3
Cn1c(N)c(C(=O)COC(=O)CC2CCCC2)c(=O)n(C)c1=O	-6
CCOC(=O)N1CCN(C2CCCN(C(=O)c3ccc(=O)[nH]c3)C2)CC1 (stereo unspecified)	4
CO[C@H]1/C=C/O[C@@]2(C)Oc3c(C)c(O)c4c(O)c(c(C=NN5CCN(C)CC5)c(O)c4c3C2=O)NC(=O)/C(C)=C\C=C\C(C)[C@H](O)[C@@H](C)[C@@H](O)[C@@H](C)[C@@H](OC(C)=O)[C@@H]1C (stereo partly specified)	-5&0
COCCNCCOc1ccccc1	-4
CC(O)CN1CCC(CNC(C(N)=O)c2ccc(F)cc2)CC1 (stereo unspecified)	-7
O=C1CCc2cc(OCC(=O)N3CCCc4cc(F)c(F)cc43)ccc2N1	4
COc1cc(CNc2ccc3nc(C)sc3c2)ccc1OC(F)F	-8
COc1ccccc1NC(=O)/C=c1/s/c(=C\c2ccsc2)c(=O)n1C	2
FC(F)(F)c1ccnn1-c1nc(-c2ccc(Br)cc2)cs1	-5
COCC1(C(=O)N2CCC(Cc3cccc(C(N)=O)c3)C2)CCC1 (stereo unspecified)	-11
CCN(CC)c1ncccc1CNCc1cccc(-n2cccn2)c1	-6
Cc1ccc(C(=O)NCCCc2ccccc2)c(C2CCN(S(=O)(=O)c3ccccc3)CC2)n1	-6
CCc1c2c(nc3sc(C(=O)NCc4ccco4)c(N)c13)CC(C)(C)CC2=O	-21
Cc1csc2nc(COC(=O)CC(NC(N)=O)c3cccc(Oc4ccccc4)c3)cc(=O)n12 (stereo unspecified)	-6
CC(C(=O)N(Cc1cnn(C)c1)C1CC1)n1cccc1 (stereo unspecified)	2
CN(Cc1cc2n(n1)CCCNC2)Cc1cc(-c2ccccc2)n[nH]1	0
COc1ccc(C2CCN(S(=O)(=O)C3CC3)C2)cc1 (stereo unspecified)	-2
CCCCC(=O)O[C@H]1CCC2C3CCc4cc(O)ccc4C3CC[C@@]21C (stereo partly specified)	-2
CCONC(=O)c1sc(-c2ccccc2)cc1OCC(=O)N1CCCCC1	-12
CCNC(=O)NC1CC1c1ccc(C)c(C)c1 (stereo unspecified)	7
Oc1ccc(Cl)cc1C=Nc1n[nH]c2ccccc12	-6
C=CCc1ccc(OCCn2cnc3ccccc3c2=O)c(OC)c1	-5&1
CC(=O)Oc1ccc(CN2C(=O)C3(CCC3)ON=C2c2cccc(Cl)c2)cc1	2
CCC(C)N(Cc1ccc(CO)o1)Cc1ccccc1Cl (stereo unspecified)	-18
Nc1ccc(O)c(C(=O)O)c1	-4&12
Cc1cc(=O)[nH]c(NN=Cc2ccc3c(c2)OCCO3)n1	-6
CC1CN(Cn2[nH]c(C(C)(C)C)nc2=S)CCO1 (stereo unspecified)	-32
CN(CCC1CCOCC1)C(=O)CC1C(=O)NCCN1CC1CCCCC1 (stereo unspecified)	-11
CCCN(CC)c1ccc(C(=O)N2CCC(C(=O)N3CCC(C(N)=O)CC3)CC2)cc1	3
CC(C)C(=O)NC(NC(=O)C(C)C)c1ccc(Br)cc1	-2
COCCc1nc2ccc(C(=O)N3CCN(c4ccccc4C)CC3C)cc2o1 (stereo unspecified)	-6
Oc1[nH]c2ccc(F)cc2c1N=Nc1ncc(Cl)cc1Cl	-6
O=C(O)c1ccccc1N=Nc1c(O)[nH]c2ccccc12	29
COc1ccccc1N1CCC(NC(C)c2c(C)nn(C)c2C)CC1 (stereo unspecified)	-12
Cc1cc(C(=O)N(CCCN2CCOCC2)c2nc3c(C)ccc(C)c3s2)on1	-7
CC(Cc1ccc2c(c1)OCO2)CN1CCn2c(nnc2C(=O)N2CCCCC2)C1 (stereo unspecified)	-8
c1ccc(C2=NN(c3ccccc3)CC2)cc1	-6
CCCn1nnnc1Cn1nc(C)c(C#N)c1N	-11
O=C1c2ccccc2C(=O)N1n1cnnc1	3
CN(Cc1n[nH]c(=O)[nH]1)Cc1cn(Cc2ccccc2)nc1-c1ccc2c(c1)OCO2	-11
CNc1cc(Nc2ccccc2)c2c3c(onc13)-c1ccccc1C2=O	2
Cc1ccccc1Cc1sc(N)nc1C	-9&-1
COc1ccc(C)cc1NC(C)c1nc2ccccc2n1C(F)F (stereo unspecified)	-5
Cc1ccccc1N1C(=O)c2cc(S(N)(=O)=O)c(Cl)cc2NC1C (stereo unspecified)	-7
C1COC(COCCN2CCCC2c2noc(C3CC3)n2)C1 (stereo unspecified)	-4
Cc1cc2nc(CN3CCCC(CCc4ccc(F)cc4F)C3)cc(=O)n2[nH]1 (stereo unspecified)	-23
Brc1ccc2nc(CSc3nc4ccccc4s3)cn2c1	-18
Cn1nnc2c(=O)n(CC(N)=O)cnc21	-5
CC(=O)CN1N=C(C)Cn2c1nc1c2c(=O)n(Cc2ccc(Cl)cc2Cl)c(=O)n1C	3
CN(Cc1ccccc1-c1ccccc1)C(=O)C1CNC(=O)N1 (stereo unspecified)	-11
CC=CCn1c(SCCO)nc2c1c(=O)[nH]c(=O)n2C	-5
COCCN1CCN(CC2CC2)C(c2ccncc2)CC1=O (stereo unspecified)	-9
COc1ccc(-c2csc(=Nc3cccc(C(C)=O)c3)n2CCc2cccc(C(F)(F)F)c2)cc1	-142
COc1cccc2c1OCC(C(=O)N(C)Cc1noc(CC(C)C)n1)C2 (stereo unspecified)	-10
CC(C)NC(=O)NC(C)c1nc(-c2ccccc2)cs1 (stereo unspecified)	-4
N=C1c2ccccc2CN1c1ccc2c(c1)Cc1ccccc1-2	-7
CC(C)C(=O)N1CCC1(C)C(=O)Nc1cc(C2CC2)nn1C (stereo unspecified)	-6
COc1cccc(C(CNC(=O)CSc2ccc(F)c(F)c2)N(C)C)c1 (stereo unspecified)	-8
CC1CN(Cn2[nH]c(/C=C/c3ccc(F)cc3)nc2=S)CC(C)O1 (stereo unspecified)	-26
CC1CCN(C(=O)c2ccc(NC(=O)N(C)CC(O)CN3CCOCC3)cc2)CC1 (stereo unspecified)	-1

Grouped by structure: the entries above with a Cl atom (14)
SMILES	mcGAS MS inh
C/C(=N/N=C1\NC(=O)C(CC(=O)Nc2ccc(Cl)cc2Cl)S1)c1ccc(Cl)cc1 (stereo unspecified)	-35
Cn1c(C(=O)Nc2cnc(C(C)(C)C)nc2)cc(Cl)c1Cl	1
CCOC(=O)Cn1c(=NC(=O)c2ccc(Cl)s2)sc2cc(S(N)(=O)=O)ccc21	-3
CC(c1nc(C2CC2)no1)S(=O)(=O)Cc1cc(Cl)c2c(c1)OCCCO2 (stereo unspecified)	-2
CC1(C(=O)NS(=O)(=O)c2ccc(Cl)cc2)CCN1C(=O)c1ccco1 (stereo unspecified)	-17
Cc1ccc(C(=O)C(C)N(C(=O)c2ccc(Cl)cc2Cl)N2C(=O)CCCC2=O)cc1 (stereo unspecified)	-1
Cc1cn2c3c(=O)n(C)c(=O)n(C)c3nc2n1Cc1ccc(Cl)cc1	-2
Cc1ccc(NC(=O)CC(=O)NCCN2CCCC2)cc1Cl	-14
Oc1ccc(Cl)cc1C=Nc1n[nH]c2ccccc12	-6
CC(=O)Oc1ccc(CN2C(=O)C3(CCC3)ON=C2c2cccc(Cl)c2)cc1	2
CCC(C)N(Cc1ccc(CO)o1)Cc1ccccc1Cl (stereo unspecified)	-18
Oc1[nH]c2ccc(F)cc2c1N=Nc1ncc(Cl)cc1Cl	-6
Cc1ccccc1N1C(=O)c2cc(S(N)(=O)=O)c(Cl)cc2NC1C (stereo unspecified)	-7
CC(=O)CN1N=C(C)Cn2c1nc1c2c(=O)n(Cc2ccc(Cl)cc2Cl)c(=O)n1C	3
